Compound activity: PubChem BioAssay, several laboratories
Diaph act CS = compounds boosting diaphorase resazurin reduction – biochemical, uHTS, resorufin fluorescence, counter-screen for diaphorase-coupled primary assays, primary screen. Diaphorase/resazurin coupled assay, 16 min; hits give high values; 1 = vehicle wells, 0 = NADH-free wells. 0.005% of 190,000 active. activation factor at 20 µM;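 active = diaphorase activity raised at least twofold by the compound at 20 µM; inactive = activation factor below 2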
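test system = bacterial diaphorase enzyme (C. kluyveri) | quantity = enzyme 0.07 U/mL final | reagent = NADH substrate 0.114 mM plus resazurin dye 0.1 mM, final | incubation = 16 min enzyme reaction, ambient temperature | buffer or medium = HEPES pH 7.4 buffer with MgCl2 and Tween 20 | signal = fluorescence of resorufin, 544 nm excitation, 590 nm emission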
PMI act = activators of human PMI, primary screen, biochemical, fluorescence intensity, near-Km mannose 6-phosphate. Mannose-6-phosphate isomerase (Homo sapiens), P34949. purified human PMI, coupled resazurin fluorescence, 20 min; hits give high values; 1 = vehicle control, 0 substrate-free wells. activation factor at 20 µM. 0.005% of 190,000 active;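 active = activation factor of 2 or more at 20 µM, relative to plate controls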
Target sequence (P34949 whole entry, looked up): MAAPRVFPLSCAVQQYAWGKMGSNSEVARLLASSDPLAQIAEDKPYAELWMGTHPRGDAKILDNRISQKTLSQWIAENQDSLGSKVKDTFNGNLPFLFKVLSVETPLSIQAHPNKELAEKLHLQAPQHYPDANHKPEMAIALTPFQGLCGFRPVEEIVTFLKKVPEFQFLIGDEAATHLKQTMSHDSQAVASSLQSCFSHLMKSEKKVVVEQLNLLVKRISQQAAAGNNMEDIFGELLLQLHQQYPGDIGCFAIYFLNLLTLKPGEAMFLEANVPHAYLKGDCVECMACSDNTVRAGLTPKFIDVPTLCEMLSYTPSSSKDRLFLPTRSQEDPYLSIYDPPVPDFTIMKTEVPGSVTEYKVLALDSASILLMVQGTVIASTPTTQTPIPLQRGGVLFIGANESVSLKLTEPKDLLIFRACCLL
TNAP inh noacc = human TNAP enzyme inhibitors, primary screen, biochemical, luminescent, no phosphate acceptor, uHTS; Alkaline phosphatase, tissue-nonspecific isozyme (Homo sapiens), P05186; purified TNAP, CDP-star luminescence, 30 min; inhibition, % at 20 µM; 0.26% of 200,000 active;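 active = tissue-nonspecific alkaline phosphatase inhibition above about 50% at 20 µM in the single-dose screen, limit read from the data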;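 also: 0% = DMSO negative control and 100% = EDTA positive control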
Target sequence (P05186 whole entry, looked up): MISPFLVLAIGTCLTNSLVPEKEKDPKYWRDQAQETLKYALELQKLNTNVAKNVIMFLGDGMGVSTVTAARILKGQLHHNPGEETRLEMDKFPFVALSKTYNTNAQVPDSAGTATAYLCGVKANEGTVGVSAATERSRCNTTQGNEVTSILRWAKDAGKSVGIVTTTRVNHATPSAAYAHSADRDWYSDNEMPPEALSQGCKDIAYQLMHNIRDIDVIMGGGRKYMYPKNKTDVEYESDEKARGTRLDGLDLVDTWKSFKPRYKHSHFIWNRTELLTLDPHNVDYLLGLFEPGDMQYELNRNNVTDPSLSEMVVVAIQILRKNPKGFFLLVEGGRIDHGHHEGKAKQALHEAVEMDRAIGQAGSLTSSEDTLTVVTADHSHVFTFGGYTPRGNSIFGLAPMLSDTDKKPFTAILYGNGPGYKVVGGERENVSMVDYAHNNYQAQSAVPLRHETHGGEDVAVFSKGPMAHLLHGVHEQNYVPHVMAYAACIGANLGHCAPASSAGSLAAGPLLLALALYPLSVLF
TNAP act hiacc = TNAP activators at high phosphate acceptor level, primary screen, biochemical, luminescence, uHTS. Alkaline phosphatase, tissue-nonspecific isozyme (Homo sapiens), P05186. purified TNAP, CDP-star luminescence, 1 M DEA, 30 min; hits give high values; 0 = EDTA background, 1 = DMSO-only activity. activation factor at 20 µM. 200,000 tested, under 10 active. AID 1136, 2008;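 active = activation factor at least 2 at 20 µM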
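Dosing: 20 µM single point. System: human TNAP. Amount: TNAP 1/800 final. Incubation: 30 min, room temperature. Read-out: TNAP activation factor scaled between EDTA and DMSO control wells. Signal: luminescence from CDP-star hydrolysis. Medium: 1 M DEA, pH 9.8, Mg2+, Zn2+. Control set: EDTA negative control, DMSO positive control.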
Lmaj promast = Leishmania major promastigote growth inhibition, primary screen; 9% of 200,000 active; Leishmania major promastigotes, resazurin fluorescence viability; inhibition, % at 10 µM; in the data active = inhibition above about 50%;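 also: promastigotes grown with compound for 44 hours at 28 °C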
bIAP inhibitor = bovine intestinal alkaline phosphatase inhibitors, primary screen, selectivity assay for TNAP inhibitor project, biochemical, bovine IAP, CDP-star luminescence. inhibition, % at 20 µM. purified bovine IAP, 30 min. 190,000 tested, under 10 active;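 active = over 50% inhibition of intestinal alkaline phosphatase at 20 µM in the single-dose screen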
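System: purified bovine intestinal alkaline phosphatase (IAP) enzyme; Input: IAP diluted 1/65,000,000 in the well; Measured by: CDP-star luminescence signal; Compound dosing: 20 µM single dose; Incubation: 30 min reaction at room temperature.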
bIAP act = bovine intestinal alkaline phosphatase activators, primary screen, biochemical, bovine IAP, CDP-star luminescence; alkaline phosphatase, intestinal [Bos taurus]; purified bovine IAP, 30 min; hits give high values; fold of DMSO-control signal, blank-subtracted; activation factor at 20 µM; 0.17% of 200,000 active;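 active = activation factor of 2 or more at 20 µM, a signal rise over negative controls twice the positive control's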
TNAP inh hi DEA = human TNAP enzyme inhibitors, primary screen, biochemical, luminescent, high phosphate acceptor level, uHTS; Alkaline phosphatase, tissue-nonspecific isozyme (Homo sapiens), P05186; purified TNAP, CDP-star luminescence, 1 M DEA; inhibition, % at 20 µM; 0.03% of 200,000 active;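 active = over 50% inhibition of tissue-nonspecific alkaline phosphatase at 20 µM in the single-dose screen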;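 also: plate controls were DMSO wells for no effect and EDTA-quenched wells as full inhibition for full effect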
Diaphorase inh = diaphorase inhibitors and chemical oxidizers, primary screen, counter-screen for diaphorase-coupled primary assays, biochemical, uHTS, resorufin fluorescence; inhibition, % at 20 µM; diaphorase resazurin-to-resorufin fluorescence, NADH, 16 min; bacterial (C. kluyveri) enzyme, not human; 0.69% of 190,000 active;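 active = primary screen inhibition at 20 µM above a set limit, cut at about 50% in these data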;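 also: plate controls were DMSO with full reaction for no effect and wells lacking NADH for full effect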
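Assay system: diaphorase enzyme from Clostridium kluyveri; Input: enzyme working solution with 0.14 U/mL diaphorase; Timing: 16 min at room temperature; Technique: resorufin fluorescence, excitation 544 nm, emission 590 nm; Benchmarks: positive control minus NADH, DMSO neutral control.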
PMI act hi M6P = human PMI activators, high substrate, primary screen, biochemical, fluorescence intensity, near-saturating mannose 6-phosphate; activation factor at 20 µM; AID 1216, 2008; coupled PMI enzyme assay, resazurin fluorescence, 20 min; hits give high values; 1 = untreated enzyme, 0 = substrate-free blank; Mannose-6-phosphate isomerase (Homo sapiens), P34949; 0.34% of 190,000 active;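 active = activation factor of 2 or more at 20 µM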
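Test system – human PMI in coupled enzyme assay · Timing – 20 min incubation at room temperature · Detection – Diaphorase-driven resazurin-to-resorufin fluorescence, excitation 544, emission 590 nm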
Active calls of the source: *.

Order of values: Diaphorase inh, TNAP inh noacc, PMI act, PMI act hi M6P, TNAP inh hi DEA, Lmaj promast, bIAP inhibitor, Diaph act CS, TNAP act hiacc, bIAP act
CCc1ccccc1NC(=O)CN(c1cccc(OC)c1)S(C)(=O)=O
  18.9, -13.2, 1, 0.9, -3.5, -2.9, 9.9, 0.8, 1, 0.9
CC(C)OC(=O)/C(C#N)=C/c1ccc(-c2ccc(SC(F)F)cc2)o1
  11.4, -1.0, 0.8, 0.9, 8.2, 4.2, -0.1, 0.9, 0.9, 1
CCn1c(SCC(=O)NC)nnc1C(C)C
  -9.5, -10.6, 1, 1.1, -4.1, 0.8, -0.8, 1.1, 1, 1
Cc1ccc2cccc(NC(=S)NC(=O)c3ccccc3)c2n1
  12.8, 2.5, 0.9, 0.8, 10.9, -2.6, 13.8, 0.9, 0.9, 0.9
O=C(CCl)Nc1ccccc1Sc1ccccc1
  4.2, 33.1, 1.1, 1.1, 1.3, 54.4*, 15.8, 1, 1, 0.8
NC(=O)COC(=O)CN1C(=O)C2CCCCC2C1=O (centres undefined)
  2.8, -15.7, 1, 1, -0.7, -1.2, 9.2, 1, 1, 0.9
N#CC1=C(N)Nc2ncnn2C1c1ccc(F)cc1 (centres undefined)
  27.5, -2.2, 0.8, 0.9, -2.7, -3.1, 13.2, 0.7, 1, 0.9
CN(C)C(=O)c1cccn(Cc2ccc(C(F)(F)F)cc2)c1=O
  6.7, -11.0, 0.9, 0.9, -1.0, 0.1, -9.6, 0.9, 1, 1.1
CCCCNC(=O)C1(NC(=O)Nc2ccc(C)cc2)CCCCC1
  -3.5, -4.7, 1, 1, -1.2, -8.1, -55.0, 1, 1, 1.6
Cc1ccc(/C=C/C(=O)NCc2ccccn2)o1
  17.6, -13.8, 1, 0.9, -5.3, -3.9, 25.7, 0.8, 1.1, 0.7

The list goes on; it opens with the four that closed the last part.
Order of values: Diaphorase inh, TNAP inh noacc, PMI act, PMI act hi M6P, TNAP inh hi DEA, Lmaj promast, bIAP inhibitor, Diaph act CS, TNAP act hiacc, bIAP act
N#CC1=C(N)Nc2ncnn2C1c1ccc(F)cc1 (centres undefined)
  27.5, -2.2, 0.8, 0.9, -2.7, -3.1, 13.2, 0.7, 1, 0.9
CN(C)C(=O)c1cccn(Cc2ccc(C(F)(F)F)cc2)c1=O
  6.7, -11.0, 0.9, 0.9, -1.0, 0.1, -9.6, 0.9, 1, 1.1
CCCCNC(=O)C1(NC(=O)Nc2ccc(C)cc2)CCCCC1
  -3.5, -4.7, 1, 1, -1.2, -8.1, -55.0, 1, 1, 1.6
Cc1ccc(/C=C/C(=O)NCc2ccccn2)o1
  17.6, -13.8, 1, 0.9, -5.3, -3.9, 25.7, 0.8, 1.1, 0.7
CC1CCN(CC(=O)n2c3c(c4ccccc42)CCCC3)CC1
  13.1, -3.3, 0.9, 1, -1.8, 4.5, 11.9, 0.9, 1, 0.9
CCN1CC(c2ccccc2)C(c2ccc(Cl)cc2)=N1 (centres undefined)
  14.2, -9.0, 1.1, 1, 0.5, 0.4, -5.5, 0.9, 1, 1.1
COc1ccccc1C(c1nnnn1Cc1ccccc1)N1CCN(c2nc3ccccc3s2)CC1 (centres undefined)
  25.9, -6.3, 1, 1.2, -12.2, 91.1*, -2.2, 0.7, 1.1, 1
CC(C)[C@H](NC(=O)c1ccccc1)C(=O)OCc1nc2scc(-c3ccccc3)c2c(=O)[nH]1
  14.7, 1.1, 0.8, 0.8, -1.6, -7.4, 10.4, 0.9, 1, 0.9
Cc1ccc(S(=O)(=O)N(C)c2ccc(C(=O)N3CCCCC3)cc2)cc1
  5.4, -11.4, 1.1, 1.1, -5.6, -4.9, -5.0, 0.9, 1.1, 1.1
CCN(CC)CCn1c(=N)n(CC(O)COc2cccc(C)c2)c2ccccc21 (centres undefined)
  2.1, -14.2, 0.9, 0.9, -11.1, 100.1*, -33.5, 1, 1.1, 1.3
COc1ccc(CCN2C(=O)C3C4CC(C5C(C(=O)NN)=NOC45)C3C2=O)cc1OC (centres undefined)
  14.3, 5.3, 1.1, 1.2, 1.1, -5.6, 5.0, 0.9, 1, 0.9
CC(C)CC(NC(=O)C1CCCN1C(=O)OC(C)(C)C)C(=O)NCC(N)=O (centres undefined)
  2.6, -11.9, 1, 1, -5.0, 2.9, 12.8, 1, 1.1, 0.9
Cc1cc(C)c(S(=O)(=O)N2CCN(c3ccc([N+](=O)[O-])c(NCC4CCCO4)c3)CC2)c(C)c1 (centres undefined)
  8.2, 10.1, 1, 0.9, 3.6, 25.7, 8.4, 0.9, 1, 0.9
NS(=O)(=O)c1cccc(NS(=O)(=O)c2ccc(/C=C/C(=O)OCC(=O)c3ccccc3)cc2)c1
  22.3, 23.9, 0.9, 0.9, -1.3, -8.9, 8.6, 0.8, 1, 0.9
N#Cc1nc(-c2ccccc2F)oc1NCc1cccc2c1OCO2
  21.5, -11.7, 0.9, 1, -1.8, -6.3, 21.1, 0.8, 1, 0.8
CCO[C@H]1OC(C(N)=O)=C[C@@H](C2CCCCC2)[C@@H]1CCCO
  22.1, -9.9, 0.9, 0.9, -6.9, -6.2, -14.3, 0.8, 1.1, 1.1
O=C(O)Cc1sc(-c2ccc(C(=O)O)cc2)nc1-c1ccccc1
  13.3, -7.2, 1, 1, 0.0, -1.4, -12.0, 0.9, 1, 1.1
CCCn1cnc2cc(NCc3cccc(OC)c3O)ccc21
  8.5, 4.3, 0.9, 0.6, -2.0, -2.6, -39.0, 0.9, 1, 1.4
CN1C(=O)NC(c2ccccc2)C2=C1CN(c1cccc(C(F)(F)F)c1)C2=O (centres undefined)
  1.0, -10.3, 1.2, 1.1, -0.1, 4.5, 1.6, 1, 1, 1
N/C(=N/O)c1nc(N2CCCCC2)nc(N2CCCCC2)n1
  5.9, -4.2, 1, 0.9, -4.2, -2.7, 4.8, 0.9, 1, 1
COCCNC(=O)c1ccc2c(=O)n(CCOC)c(=O)[nH]c2c1
  1.4, -1.0, 1.2, 1.1, -4.1, -3.4, 7.3, 1, 1, 0.9
Cc1ccc(C(=O)OCC(=O)Nc2sccc2C(N)=O)cc1NC(=O)c1ccco1
  12.0, -5.9, 1.1, 1.1, -4.9, 14.1, 9.8, 0.9, 1, 0.9
CCc1nnc(NC(=O)CSc2nnc(CNc3ccc(F)cc3)n2C2CCCCC2)s1
  0.9, 1.2, 1, 0.9, -7.5, -6.2, -13.3, 1, 1.1, 1.1
CCOC(=O)C1=C(C)OC(N)=C(C#N)C1c1ccsc1 (centres undefined)
  6.5, -5.7, 0.9, 0.9, -0.4, -4.2, -11.4, 0.9, 1, 1.1
CC(C)(C)OC(=O)N1CCN(C(=O)[C@H](Cc2ccc(O)cc2)n2cc(CCO)nn2)CC1
  9.1, -14.8, 1, 1, -8.1, -2.9, 13.7, 0.9, 1.1, 0.9
CCOC(=O)CNC(=O)CSc1nnc(Cn2c(=O)sc3ccccc32)n1C
  17.1, -7.1, 0.9, 0.9, 0.4, -3.9, 14.0, 0.8, 1, 0.9
CC1Cc2nc(SCC(=O)Nc3ccc4c(c3)OCO4)n(Cc3ccccc3)c(=O)c2S1 (centres undefined)
  -0.3, -15.0, 1, 1, -6.0, 24.6, -16.8, 1, 1.1, 1.2
C/C(=C\c1ccco1)CN1CCC(N2CCC(C(=O)N3CCOCC3)CC2)CC1
  -6.1, -10.2, 1, 0.9, -6.7, 77.8*, -9.8, 1.1, 1.1, 1.1
Cc1ccc2c(c1)N(S(=O)(=O)c1ccc(F)cc1)C(C(C)(C)C)CO2 (centres undefined)
  15.4, 6.1, 0.9, 0.9, 0.6, -1.7, 44.6, 0.8, 1, 0.6
COC(=O)c1sc2nc(SCc3ccccc3C#N)n(N)c(=O)c2c1C
  21.5, -3.6, 0.8, 0.8, -5.0, 14.3, 22.9, 0.8, 1.1, 0.8
CC[C@@H](C)[C@H](NS(=O)(=O)c1ccc(C)cc1)C(=O)N1CCC(C(=O)NCC(=O)O)CC1
  14.2, -5.5, 0.9, 0.9, -1.6, -2.5, 0.3, 0.9, 1, 1
Cc1n[nH]c(C)c1C(=O)CC1(O)C(=O)N(CCc2ccccc2)c2ccc(Cl)cc21 (centres undefined)
  14.2, -4.2, 0.8, 0.8, 3.7, -7.3, -21.9, 0.9, 1, 1.2
COc1cc(OC)cc(C(=O)NCCC(=O)NCCc2ccc(OC)c(OC)c2)c1
  11.2, -7.9, 0.9, 1, -3.3, 56.8*, 13.2, 0.9, 1, 0.9
CC1Cc2cc(/C(O)=C3/C(=O)C(=O)N(CCCn4ccnc4)C3c3cccnc3)ccc2O1 (centres undefined)
  9.2, 12.3, 1, 1, 0.7, -2.9, 5.4, 0.9, 1, 0.9
CCOc1ccccc1COC(=O)c1cccc(-n2cnnn2)c1
  27.3, -4.1, 1, 0.9, -1.6, 5.5, 8.2, 0.7, 1, 0.9
CCOC(=O)NC(=O)CSc1nc2ccccc2[nH]1
  -7.9, 26.3, 1, 1.1, -2.2, -5.9, -2.0, 1.1, 1, 1
CCOC(=O)C1=C(N)OC2=C(C(=O)CC(C)(C)C2)C1c1cccnc1 (centres undefined)
  9.7, -3.8, 1.1, 1, -2.3, 78.0*, -1.4, 0.9, 1, 1
Cc1ccc(CSc2nnc(-c3ccco3)o2)cc1
  23.7, 0.7, 0.9, 0.9, -1.6, 0.4, 18.1, 0.8, 1, 0.8
CC(C)(C)NC(=O)Cn1c(=O)oc2ccc(Cl)cc21
  6.3, -7.1, 1, 1, -4.8, -5.7, 14.2, 0.9, 1, 0.9
CC(Sc1nnnn1C)C(=O)Nc1ccccc1-c1ccccc1 (centres undefined)
  6.3, -6.0, 1, 1, -3.3, -6.8, -7.7, 0.9, 1, 1.1
Cc1ccc(CNC(=O)CC2C(=O)Nc3c2c(=O)n(C)c(=O)n3Cc2ccccc2)cc1 (centres undefined)
  25.4, -9.1, 0.9, 0.9, -2.3, -7.3, 1.0, 0.7, 1, 1

The order is random. About 10% of those tested had a hit in this group.
